High-throughput results from PubChem BioAssay.
DNMT1 inh: inhibitors of human DNMT1; P26358; DNMT1 molecular beacon, Hinp1I cleavage, fluorescence; inhibition (reported as % activation of signal), % at 10 µM; 360,000 compounds, 0.83% hits; AID 588458; in the data active means inhibition above about 50%
Rpn11 inh: inhibitors of human proteasome Rpn11. human 26S proteasome, Ub4-pepOG fluorescence polarization; 20S core pre-blocked with epoxomicin. calls only at 20 µM. 360,000 compounds, 0.59% hits. AID 588493;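 active means inhibition at 20 µM, scaled to each plate's controls, above about 33%, limit read from the data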
MLLE-PAM2 inh: inhibitors of microRNA-mediated deadenylation, human PABP1 MLLE binding | P11940 | GST-MLLE / FITC-PAM2 fluorescence polarization | inhibition, % at 20 µM | 360,000 compounds, 0.36% hits | AID 588489; in the data active means inhibition above about 35%, passing the limit was not always enough;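 further: plate controls were DMSO wells with GST-MLLE for no effect and wells lacking GST-MLLE protein for full effect; some results filed as inactive read as strong as hits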
Scp1 inh: inhibitors of human Scp-1 phosphatase. Q9GZU7. Recombinant Scp1, phosphopeptide, malachite green phosphate absorbance. inhibition, % at 20 µM. 340,000 compounds, 0.88% hits. AID 493091;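 active means inhibition above about 50% at 20 µM, limit read from the data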;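 further: plate controls were DMSO wells with enzyme for no effect and wells lacking enzyme for full effect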
Target sequence (Q9GZU7 76-261 limits assumed): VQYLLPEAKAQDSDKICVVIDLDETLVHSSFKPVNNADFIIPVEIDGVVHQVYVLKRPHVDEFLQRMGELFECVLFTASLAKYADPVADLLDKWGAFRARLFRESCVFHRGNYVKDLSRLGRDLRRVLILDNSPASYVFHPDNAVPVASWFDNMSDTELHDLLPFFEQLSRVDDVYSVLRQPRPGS
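Assay system: SCP-1 catalytic fragment, aa 76-261 | Buffer or medium: Tris acetate buffer pH 5.5 with MgCl2 and Tween-20 | Compound: One concentration, 20 µM, with 1.0% DMSO | Also added: Phospho 17-mer peptide substrate | Signal: Absorbance at 630 nm | Incubation: 45 min enzyme reaction at room temperature | Measure: % inhibition of SCP-1 phosphate liberation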
SUMO1-SIM PPI: modulators of human SUMO1-mediated protein-protein interactions; SUMO1 binding to a labelled peptide, TR-FRET, 1 h; inhibition, % at 20 µM; 360,000 compounds, 0.33% hits; in the data active means inhibition above about 37%
STEP block: blocks human striatal-enriched tyrosine phosphatase | P54829 | recombinant STEP, OMFP fluorogenic substrate, fluorescence | inhibition, % at 20 µM | 360,000 compounds, 0.25% hits;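 active means inhibition at 20 µM, scaled per plate between control wells, above about 37%, limit read from the data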;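 further: 0% = DMSO with enzyme and substrate and 100% = substrate only without enzyme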
Target sequence (P54829 whole entry, looked up): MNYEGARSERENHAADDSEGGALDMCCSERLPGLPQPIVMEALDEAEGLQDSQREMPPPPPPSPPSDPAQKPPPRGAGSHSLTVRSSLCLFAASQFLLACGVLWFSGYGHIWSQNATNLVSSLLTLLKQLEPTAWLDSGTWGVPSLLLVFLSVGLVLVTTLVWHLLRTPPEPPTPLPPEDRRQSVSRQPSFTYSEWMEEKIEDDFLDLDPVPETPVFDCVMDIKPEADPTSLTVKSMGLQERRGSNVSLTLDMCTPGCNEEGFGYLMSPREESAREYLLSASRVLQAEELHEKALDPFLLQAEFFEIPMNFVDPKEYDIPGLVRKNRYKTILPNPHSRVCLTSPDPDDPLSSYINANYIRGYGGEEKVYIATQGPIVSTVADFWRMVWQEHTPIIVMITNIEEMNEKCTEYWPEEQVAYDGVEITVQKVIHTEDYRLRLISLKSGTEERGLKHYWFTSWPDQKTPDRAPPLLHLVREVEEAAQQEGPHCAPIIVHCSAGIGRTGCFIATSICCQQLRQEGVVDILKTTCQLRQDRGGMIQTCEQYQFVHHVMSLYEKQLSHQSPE
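Also added – OMFP at 25 µM · Test system – STEP tyrosine phosphatase · Technique – FITC-channel fluorescence of OMFP product · Schedule – 20 min at room temperature, dark · Evaluation – control-normalized % inhibition with plate pattern correction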
LMPTP block: LMPTP (human) inhibition. P24666. recombinant LMPTP-A, OMFP fluorogenic substrate, fluorescence intensity. inhibition, % at 20 µM. 360,000 compounds, 0.22% hits. AID 651560;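 active means compounds that cut the enzyme signal by at least half of the control window in the single-dose screen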;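 further: plate controls were DMSO wells with enzyme plus substrate for no effect and substrate without enzyme for full effect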
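Assay system: LMPTP-A enzyme. Input: 0.625 nM LMPTP-A final. Probe or stimulus: 400 µM OMFP. Compound dosing: single 20 µM dose. Schedule: 50 min dark incubation at room temperature. Detection: fluorescence intensity of OMFP turnover product. Read-out: percent inhibition versus substrate-only and uninhibited controls. Benchmarks: no-enzyme low control, uninhibited high control.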
CSN deneddyl inh: inhibitors of human CSN-mediated cullin deneddylation; inhibition, % at 12.5 µM; Q92905; 360,000 compounds, 0.38% hits; Purified CSN, SCF-Nedd8-OG deneddylation, fluorescence polarization;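 active means pattern-corrected inhibition above about 35%, with an unprinted fluorescence ratio check between 0.5 and 1.5, limit read from the data, passing the limit was not always enough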;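 further: 0% = enzyme with substrate and 100% = substrate without enzyme; some results filed as inactive read as strong as hits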
Target sequence (Q92905 whole entry, looked up, one chain of several): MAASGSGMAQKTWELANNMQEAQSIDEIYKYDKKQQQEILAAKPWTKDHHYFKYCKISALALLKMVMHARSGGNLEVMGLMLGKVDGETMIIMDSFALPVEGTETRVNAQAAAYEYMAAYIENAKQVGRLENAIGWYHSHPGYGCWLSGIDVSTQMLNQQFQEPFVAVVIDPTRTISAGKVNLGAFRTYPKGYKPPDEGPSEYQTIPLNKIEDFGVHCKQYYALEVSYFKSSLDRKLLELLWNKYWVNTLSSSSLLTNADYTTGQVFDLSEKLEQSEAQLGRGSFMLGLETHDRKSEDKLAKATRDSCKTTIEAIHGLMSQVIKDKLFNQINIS
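test system = HEK293T-derived human Csn5 enzyme | amount = 0.24 nM Csn5 enzyme, final concentration | medium = Tris/NaCl/DTT buffer, pH 7.5 | schedule = 90 min reaction at room temperature | signal = FP | evaluation = inhibition of Csn5 cleavage, % | compound dosing = single dose of 12.5 µM compound with 0.25% DMSO | probe or stimulus = 10 nM SCFSkp2-Nedd8OG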
Tb MetRS inh: blocks T. brucei methionyl-tRNA synthetase activity. purified T. brucei MetRS, ATP depletion, Kinase-Glo luminescence. inhibition, % at 11.9 µM. 360,000 compounds, 0.4% hits;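 active means inhibition above a per-plate cutoff of the control wells' mean inhibition plus 3 SD, cut at about 5.5% in these data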;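 further: 0% = DMSO wells median and 100% = median of wells with control inhibitor compound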
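Material: parasite MetRS enzyme / Replication: singlicate, one well per compound / Signal: luminescence of leftover ATP / Schedule: 2 h aminoacylation at 25 °C after 15 min preincubation / Medium: HEPES-MgCl2-KCl buffer plus DTT, spermine, BSA, pyrophosphatase / Doses: 11.9 µM single point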
NadD inh: blocks S. aureus nicotinate mononucleotide adenylyltransferase. purified NadD enzyme, colorimetric absorbance read-out. inhibition, % at 20 µM. 360,000 compounds, 0.78% hits; in the data active means inhibition above about 26%; further: some compounds past the cut are filed as inactive
* = called active by the depositor; i = inactive; / = no result given.

SMILES | DNMT1 inh | Rpn11 inh | MLLE-PAM2 inh | Scp1 inh | SUMO1-SIM PPI | STEP block | LMPTP block | CSN deneddyl inh | Tb MetRS inh | NadD inh
O=C1CC(N2CCN(c3ccc(O)cc3)CC2)C(=O)N1c1ccc2c(c1)OCO2 (centres undefined) | 1 | i | 4 | -1 | 2 | -5 | 7.6 | -6 | -0.8 | 2
COc1ccc2[nH]c(CN3CCN(CC=C(C)C)C(CCO)C3)c(C)c2c1 (centres undefined) | -1 | i | 1 | -4 | 1 | 8 | 4.0 | -8 | -1.0 | -6
O=S(=O)(O)c1ccc(N=NNc2ccc(Br)cc2)cc1 | 1 | i | 6 | -12 | -7 | 2 | -1.6 | 6 | -1.0 | 2
C/C(=N\Nc1nc(Nc2ccccc2)nc(N2CCOCC2)n1)c1cccs1 | -2 | i | -13 | -6 | 2 | -4 | -1.0 | 3 | 0.1 | -1
CN(C)/C=C/C(=O)c1ccc(-c2ccc(Cl)cc2Cl)o1 | 0 | i | 11 | -9 | -21 | 2 | 2.9 | 9 | 0.0 | 0
CCC1CCCCN1C(=O)c1ccc(OC2CCN(C(=O)CCOC)CC2)cc1 (centres undefined) | 3 | i | 1 | -4 | 0 | -2 | -0.1 | 3 | 0.1 | -2
COc1cc(OC)cc(C(=O)NC(C(=O)NNC(=O)CN(C)S(=O)(=O)c2ccc(C)cc2)C(C)C)c1 (centres undefined) | 1 | i | 6 | -14 | -3 | -2 | -0.6 | -3 | -0.1 | -9
CCOC(=O)Cn1c(=O)oc2cc(S(=O)(=O)NCCCc3ccccc3)ccc21 | -4 | i | 6 | -15 | -2 | 1 | 0.8 | 4 | 0.1 | 0
Cc1ccnc(NS(=O)(=O)c2cccs2)c1 | 3 | i | -11 | -11 | -1 | 2 | -1.7 | 1 | 0.1 | 3
CCCCN(C(=O)NCCCCCCNC(=O)N(CCCC)C1CCS(=O)(=O)C1)C1CCS(=O)(=O)C1 (centres undefined) | 3 | i | -14 | 2 | 4 | -2 | -0.6 | -1 | -0.5 | -3
CCOC(=O)c1cc(C(=O)c2cc(F)ccc2O)coc1=N | 2 | i | -3 | -2 | 1 | 3 | -1.3 | 0 | 0.1 | 2
O[C@@H](c1cc(C(F)(F)F)nc2c(C(F)(F)F)cccc12)[C@H]1CCCCN1 | 9 | i | -8 | -14 | -30 | 2 | -1.6 | 4 | -1.1 | -2
COc1ccc(/C=C2/C(=O)N(c3cccc(F)c3)N=C2C)c(OC)c1 | 5 | i | 8 | 6 | 5 | -3 | -1.7 | -1 | -1.4 | -4
COc1ccc(N2C(=NC(=O)C(C)Oc3ccccc3)SC3CS(=O)(=O)CC32)cc1 (centres undefined) | 2 | i | 16 | -2 | 1 | -3 | -1.4 | -3 | -0.6 | -3
Cc1cccc(N(C(=O)Cc2cccs2)C(C(=O)NC2CCCC2)c2ccsc2)c1 (centres undefined) | 26 | i | -15 | 2 | 1 | 0 | -1.0 | 1 | -0.3 | 3
COc1ccc(C(CC(=O)O)NC(=O)c2cccs2)cc1 (centres undefined) | 1 | i | 5 | 0 | 0 | -3 | -0.8 | -2 | -0.9 | 2
CC(=O)/C(=N/Nc1ccccc1Cl)Sc1nnc(C(O)c2ccccc2)n1-c1ccccc1 (centres undefined) | 3 | i | -1 | -2 | -5 | 0 | 1.8 | -6 | -0.9 | 0
O=C(O)CC1(CC(=O)Nc2ccc(F)c(Cl)c2)CCCCC1 | 7 | i | -1 | -7 | 11 | -3 | -1.7 | 0 | -0.6 | 0
COC(=O)C(Cc1ccccc1)NS(=O)(=O)c1ccc(F)cc1Br (centres undefined) | 5 | i | 12 | 2 | 7 | -1 | -2.5 | -3 | -0.3 | -6
N/C(=N\OC(=O)Oc1ccccc1)c1ccc(Cl)cc1 | -2 | i | 6 | -6 | 2 | 4 | -0.7 | 3 | 0.2 | 9

Compound profiles (already shown). Order of values: DNMT1 inh	Rpn11 inh	MLLE-PAM2 inh	Scp1 inh	SUMO1-SIM PPI	STEP block	LMPTP block	CSN deneddyl inh	Tb MetRS inh	NadD inh
Entry for COc1ccc2[nH]c(CN3CCN(CC=C(C)C)C(CCO)C3)c(C)c2c1 (centres undefined) → -1	i	1	-4	1	8	4.0	-8	-1.0	-6
Entry for COc1ccc(C(CC(=O)O)NC(=O)c2cccs2)cc1 (centres undefined) → 1	i	5	0	0	-3	-0.8	-2	-0.9	2
Entry for CN(C)/C=C/C(=O)c1ccc(-c2ccc(Cl)cc2Cl)o1 → 0	i	11	-9	-21	2	2.9	9	0.0	0
Entry for CCOC(=O)c1cc(C(=O)c2cc(F)ccc2O)coc1=N → 2	i	-3	-2	1	3	-1.3	0	0.1	2

The list continues.
SMILES | DNMT1 inh | Rpn11 inh | MLLE-PAM2 inh | Scp1 inh | SUMO1-SIM PPI | STEP block | LMPTP block | CSN deneddyl inh | Tb MetRS inh | NadD inh
CC(CCn1cccn1)NC(=O)c1cc(COc2ccc(F)cc2Cl)on1 (centres undefined) | 2 | i | 5 | 0 | 0 | 0 | 0.2 | 1 | -0.4 | -1
Cc1ccccc1C(=O)Nc1nncs1 | 1 | i | 10 | -2 | 3 | 5 | -0.5 | 2 | -0.2 | -2
Cc1ccc(Oc2cnn(-c3ccccc3)c(=O)c2Br)cc1 | 1 | i | -4 | -7 | -7 | 0 | -0.6 | -8 | -0.9 | -7
Cc1nn(Cc2ccc(Cl)c(Cl)c2)c(C)c1NC(=O)c1cc(C2CC2)on1 | 4 | i | -4 | 7 | 5 | 0 | 0.2 | 4 | 0.1 | -3
O=C(/C=C/c1c(F)cccc1Cl)Nc1ccncc1 | 7 | i | -13 | -5 | -8 | 1 | 0.0 | -3 | -0.2 | -7
COc1ccc(OCCn2c(=O)sc3ccccc32)cc1 | 0 | i | -12 | -4 | 3 | 4 | -1.6 | -3 | -0.7 | 13
Cc1cccc(N2CCN(CCCNC(=O)c3ccc(NC(=O)C4=CSCCO4)cc3)CC2C)c1 (centres undefined) | -7 | i | -7 | 6 | -2 | 1 | 2.3 | 2 | -0.1 | 4
Cc1cccc(NC(=O)c2nc[nH]c2C(=O)N[C@@H](CC(C)C)C(=O)OC(C)(C)C)c1 | -18 | i | 0 | -4 | -2 | -3 | 1.1 | 0 | -0.1 | 0
COc1ccccc1OCc1ccc(C(=O)Nc2cc(OC)c(OC)c(OC)c2)o1 | -1 | i | 3 | -15 | 2 | 1 | 0.0 | -1 | -0.5 | 1
CCOC(=O)c1cnn(-c2ccccc2)c1NC(=O)CN1CCCCC1 | 2 | i | 1 | -8 | 1 | -2 | -3.3 | -4 | -0.7 | -3
O=C(C1=C[C@H](c2ccc3c(c2)OCO3)C[C@H](OCCCCO)O1)N1CCN(Cc2ccccc2)CC1 | 5 | i | 13 | 1 | -3 | 0 | 0.3 | -5 | -0.3 | 4
O=C(C1CCN(C2CCN(CC3CC=CCC3)CC2)CC1)N1CCOCC1 (centres undefined) | -16 | i | -3 | -6 | -2 | -1 | -2.1 | 0 | -0.7 | -7
COc1ccc2c(CN3CCCC3)cc(=O)oc2c1 | 2 | i | -18 | / | -10 | 2 | -1.1 | 8 | 0.0 | -5
COc1cccc(CNC(=O)N2CCN(c3ccccc3)CC2)c1 | 1 | i | 4 | -6 | 6 | -3 | 0.7 | 0 | -0.1 | -6
COC(=O)C(NC(=O)CCc1nnc2ccc(N3CCCCC3)nn12)C(C)C (centres undefined) | 0 | i | 3 | -2 | 11 | 2 | -0.7 | -1 | -0.5 | 2
c1ccc(-c2ccccc2OCCOCCN2CCOCC2)cc1 | 0 | i | -10 | -5 | 9 | 6 | -1.7 | 3 | -0.3 | 0
OCCNCc1cccc(Br)c1 | 2 | i | -9 | -1 | 4 | -4 | 0.6 | 6 | -0.4 | 3
CCNC(=S)NNC(=O)c1csc(C(C)C)c1 | 3 | i | -9 | -7 | 1 | 2 | -1.5 | 3 | 0.6 | -2
CC(C)c1ccc(S(=O)(=O)N2CCN(C(=O)C3CC3C)CC2)cc1 (centres undefined) | -2 | i | -6 | -4 | 8 | -1 | -0.4 | -2 | -0.1 | -1
COc1ccc(NC(=O)c2ccc3c(c2)C(=O)N(CC2CCCO2)C3=O)cc1O (centres undefined) | 0 | i | 0 | -4 | -37 | -1 | 1.5 | -2 | -0.1 | 9
Cc1n[nH]c(C)c1CCNC(=O)C1CCC(=O)N(CCc2cccc(F)c2)C1 (centres undefined) | 2 | i | -7 | -2 | 5 | -2 | 0.2 | 6 | -1.1 | -5
COCCCN(C(=O)Cn1ncc2c(=O)oc3ccc(C)cc3c21)C(C)c1ccncc1 (centres undefined) | 2 | i | 9 | 36 | 0 | -2 | -1.7 | 0 | -0.9 | -3
Cc1ccc2c(c1)c1c(n2C)-c2[nH]ncc2CC1 | -12 | i | 12 | -7 | -10 | 1 | 0.1 | 0 | 2.5 | -2
CCc1cccc2c(SC(C)C(=O)NCC3CCCO3)nc(-c3ccccc3)nc12 (centres undefined) | 39 | i | 8 | -6 | 1 | 0 | 1.7 | -2 | 0.1 | 0
Cc1cc(C)c(C)c(OCCCCN(C)Cc2ccccc2)c1 | 3 | i | 10 | -1 | -4 | -2 | -1.6 | 2 | 0.8 | -3
CCOc1cc(C=O)cc(Br)c1OCC(=O)NCCc1ccccc1 | 2 | i | 6 | -9 | 0 | -1 | 0.8 | -4 | -0.3 | -2
CCOc1ccccc1NC(=O)c1cccc(NC(=O)c2ccco2)c1 | 0 | i | -13 | -9 | 0 | -3 | -0.2 | 2 | -0.9 | 3
COc1ccc(-c2cc(NC(C)=O)c3ncc(-c4cc(OC)c(OC)c(OC)c4)n3c2)cn1 | -11 | i | 1 | / | -10 | -1 | 0.3 | 14 | 0.2 | -8
CN1CCC(N(C)S(=O)(=O)c2ccc(NC(=O)COc3ccc(Cl)cc3)cc2)CC1 | -1 | i | -6 | -8 | -6 | -2 | 0.5 | 1 | -0.1 | -6
Cc1ccc(NC(=O)CSc2ccc(-c3ccco3)nn2)cc1 | -4 | i | 26 | -7 | -5 | -2 | -0.5 | -10 | -0.5 | -5
COc1ccc(CCNC(=O)c2nonc2N)cc1 | 15 | i | 4 | -1 | -1 | -2 | -0.8 | 5 | -1.4 | -8
CSc1ccc(CNC(=O)C2CCC(=O)N(Cc3cccc(F)c3)C2)cc1 (centres undefined) | 2 | i | -2 | -13 | 1 | 0 | 0.6 | 1 | -0.2 | -7
